Screening data from PubChem BioAssay.
D1 potentiator: Potentiators of Human D1 Dopamine Receptor: qHTS | D(1A) dopamine receptor (Homo sapiens), P21728 | HEK293 TREx D1 cells, calcium flux, dopamine EC20 potentiation | potentiation, % at 10 µM | 360,000 tested, 0.036% active; in the data active = potentiation above about 30%; note: 0% is about no effect
Target sequence (P21728 whole entry, looked up): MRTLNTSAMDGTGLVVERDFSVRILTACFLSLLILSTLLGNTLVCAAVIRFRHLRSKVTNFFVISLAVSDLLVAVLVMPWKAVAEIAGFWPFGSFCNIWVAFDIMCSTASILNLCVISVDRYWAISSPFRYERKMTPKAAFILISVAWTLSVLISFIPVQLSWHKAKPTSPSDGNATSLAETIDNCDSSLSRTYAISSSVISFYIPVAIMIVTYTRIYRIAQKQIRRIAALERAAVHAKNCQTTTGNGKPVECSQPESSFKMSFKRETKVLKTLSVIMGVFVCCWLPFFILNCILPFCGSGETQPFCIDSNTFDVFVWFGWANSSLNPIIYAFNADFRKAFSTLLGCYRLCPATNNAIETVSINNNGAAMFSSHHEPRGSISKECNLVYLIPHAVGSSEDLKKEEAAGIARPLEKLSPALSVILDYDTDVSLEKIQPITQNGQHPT
D1 agonist: Allosteric Agonists of the Human D1 Dopamine Receptor: qHTS | HEK293 T-REx D1 cells, calcium flux, agonist mode | activation, % at 2 µM | 360,000 tested, 1% active | AID 504660, 2011; note: 0% is about no effect
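Agonism was scored from calcium flux recorded over 180 s (1 read/s) after pintool compound addition, following a 10-cycle baseline. Cells were inducible force-coupled HEK293 TREx D1, plated overnight at 30 C and loaded with no-wash calcium dye.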
TRHR enhancer: qHTS for Small Molecule Agonists and Allosteric Enhancers of Human TRH Receptor: Primary Screen for Enhancers | TRHR cells, fluo-8 calcium fluorescence, EC20 TRH enhancement | enhancement, % at 2 µM | 360,000 tested, 0.66% active | AID 493056, 2011 | Thyrotropin-releasing hormone receptor (Homo sapiens), P34981; in the data active = enhancement above about 30%; note: 0% is about no effect
Target sequence (P34981 whole entry, looked up): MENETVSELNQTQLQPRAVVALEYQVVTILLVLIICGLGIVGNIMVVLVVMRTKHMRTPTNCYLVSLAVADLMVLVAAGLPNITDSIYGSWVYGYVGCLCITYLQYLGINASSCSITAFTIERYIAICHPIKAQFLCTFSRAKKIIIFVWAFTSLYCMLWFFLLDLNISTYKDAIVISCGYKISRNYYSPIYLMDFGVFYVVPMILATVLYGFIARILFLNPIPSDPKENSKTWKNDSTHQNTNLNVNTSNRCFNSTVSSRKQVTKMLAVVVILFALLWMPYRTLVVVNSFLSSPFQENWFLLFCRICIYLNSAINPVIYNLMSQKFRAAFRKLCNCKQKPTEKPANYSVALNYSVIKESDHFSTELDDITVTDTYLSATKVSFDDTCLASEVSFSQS
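TRHR-expressing cells loaded with fluo-8 calcium dye were read kinetically (ex 480/em 530) during compound addition, then stimulated with an EC20 of TRH (10 nM final). Enhancement of the Gq-mediated intracellular calcium response was scored.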
D2 agonist: HTS Assay for Allosteric Agonists of the Human D2 Dopamine Receptor: Primary Screen for Agonists; activation, % at 2 µM; 340,000 tested, 0.53% active; HEK293 T-REx D2 cells, calcium flux agonist mode; D(2) dopamine receptor (Homo sapiens), P14416;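 active = activation over 3 SD above normal in the single-dose calcium agonist read, cut at about 30% in these data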; note: 0% is about no effect
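Agonism is scored from calcium flux in a force-coupled, inducible HEK293 cell line expressing D2, read kinetically for 180 s after compound addition against dopamine controls.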
RXFP1 antagonist: qHTS Assay for Antagonists of the Relaxin Receptor RXFP1; Relaxin receptor 1 (Homo sapiens), Q9HBX9; HEK293-RXFP1, relaxin-stimulated cAMP HTRF, 30 min; stronger effect = lower value; 350,000 tested, 0.59% active; activity change, negative = inhibition, % at 57.5 µM;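 active = activity change of -60% or lower, but not beyond a set lower limit; inconclusive = change between -60% and -40%, or beyond the set limit; inactive = change above -40%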; note: % is set by controls: 0 for no effect and ±100 for the full control effect
D1 antagonist: Antagonist of Human D 1 Dopamine Receptor: qHTS; AID 504652, 2011; activity change, negative = inhibition, % at 10 µM; D(1A) dopamine receptor (Homo sapiens), P21728; 360,000 tested, 3.2% active; HEK293 TREx D1 cells, calcium flux, dopamine EC80; stronger effect = lower value; in the data active = activity change below about -30%; note: % is set by controls: 0 for no effect and ±100 for the full control effect
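Tetracycline-induced HEK293 T-REx cells with force-coupled D1 receptor were loaded with a no-wash calcium dye. Compound was added after a 10 s baseline and read kinetically for 180 s; EC80 dopamine was then added and calcium flux followed another 180 s.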
TRHR agonist: qHTS for Small Molecule Agonists and Allosteric Enhancers of Human TRH Receptor: Primary Screen for Agonists; TRHR cells, calcium flux fluo-8, FDSS agonist mode; activation, % at 2 µM; 360,000 tested, 0.18% active; AID 493084, 2011; note: 0% is about no effect
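Fluo-8-loaded TRHR cells; 10 s baseline, compound added, kinetic Ca2+ fluorescence read 1/s, agonist mode.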
D2 antagonist: HTS Assay for Allosteric Antagonists of the Human D2 Dopamine Receptor: Primary Screen for Antagonists; D(2) dopamine receptor (Homo sapiens), P14416; HEK293 TREx D2 cells, calcium flux, dopamine EC80; inhibition, % at 10 µM; 340,000 tested, 2% active; AID 485344, 2010; in the data active = inhibition above about 30%; note: 0% is about no effect
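Compounds are added to dye-loaded, induced HEK293 T-REx cells coupled to calcium release via D2; after a 3 min kinetic read an EC80 dopamine stimulus is given and fluorescence is recorded for 3 more min.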
D2 PAM: HTS Assay for Positive Allosteric Modulators of the Human D2 Dopamine Receptor: Primary Screen for Potentiators; potentiation, % at 10 µM; 340,000 tested, 0.34% active; HEK293 T-REx D2, calcium flux, EC20 dopamine potentiation;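 active = potentiation over 3 SD above the plate norm, cut at about 30% in these data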; note: 0% is about no effect
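Using a no-wash calcium dye in inducible, force-coupled HEK293 Trex cells expressing D2, we tracked fluorescence each second for 180 s after compound, then for 180 s after EC20 dopamine to detect augmented signalling.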
Starred values were filed as active, the others as inactive; ? = inconclusive; / = no result given. Cut-off read from the data, not from the text of the source, unless noted: active = activation above about 30%; inactive = the rest.

1. COc1cc(-c2ccc(=O)[nH]n2)ccc1OC(F)F
2. COc1ccc(CC(=O)N2CCc3ccccc3C2)cc1
3. Cc1cc(C)nc(NC(=O)c2ccc(Cl)cc2Cl)n1
4. CC1CN(C(=O)c2cc3cc(Cl)cc(Cl)c3oc2=O)CC(C)O1 (stereo not drawn)
5. Cc1ccc(C)c(CN2C(=O)c3ccccc3S(=O)(=O)c3ccc(C(=O)N4CCN(Cc5ccccc5)CC4)cc32)c1
6. CC(/C=C/c1ccccc1)=N\NC(=O)CSc1ccccn1
7. CCc1ccccc1NC(=O)c1cc(-c2cccc(O)c2)on1
8. CN(C)CCN(C(=O)C1CCN(S(=O)(=O)c2cccs2)CC1)c1nc2ccc(F)cc2s1

Assay by compound,1,2,3,4,5,6,7,8
D2 agonist,0.2,0.4,0.9,0.5,/,-0.2,/,-0.4
D2 antagonist,-17.3,10.8,5.1,-7.8,/,-7.9,/,5.2
TRHR enhancer,-0.7,-3.1,-1.9,-3.6,-6.5,5.3,-0.4,1.1
TRHR agonist,-0.4,-0.1,0.1,-0.2,1.5,-0.4,0.6,0.0
D1 agonist,0.9,0.4,1.1,-1.4,6.5,2.8,3.0,4.5
D1 antagonist,0.9,-26.4,3.6,-0.1,-3.8,-4.5,7.5,26.7
D2 PAM,3.2,-7.9,2.2,-3.2,-22.1,-1.3,/,-1.4
RXFP1 antagonist,13.3,1.2,12.2,-2.3,-17.0,-10.0,-10.6,-2.7
D1 potentiator,0.9,-5.5,2.4,-1.7,-5.5,-4.1,-4.5,-4.2

9. O=c1[nH]c2ccccc2n1CCCN1CCCCC1
10. NC(=O)C1CCN(C(=O)c2ccc(Oc3ccccc3)cc2)CC1
11. O=C(O)C1CC=CCC1C(=O)Nc1cc(Cl)ccc1Cl (stereo not drawn)
12. CNS(=O)(=O)c1ccc(C(=O)NCC(=O)NCC2COc3ccccc3O2)cc1 (stereo not drawn)
13. O=C(CCn1c(=O)c2ccccc2n(Cc2ccc(Cl)cc2)c1=O)NCc1ccc2c(c1)OCO2
14. O=C(Nc1nn[nH]n1)C12CC3CC(CC(C3)C1)C2
15. CC(=O)Oc1ccccc1C1OCCN1C(C)=O (stereo not drawn)
16. O=C(NC(Cc1c[nH]c2ccccc12)C(=O)O)c1cccs1 (stereo not drawn)

Assay by compound,9,10,11,12,13,14,15,16
D2 agonist,0.2,0.2,1.2,0.2,0.1,-0.5,-0.6,-0.4
D2 antagonist,20.2,9.7,17.8,-5.1,/,-8.0,-8.7,-31.8
TRHR enhancer,-0.5,10.6,-4.0,8.6,-10.6,8.8,4.7,-2.2
TRHR agonist,0.8,0.2,0.3,0.5,-0.6,-1.1,1.3,0.5
D1 agonist,0.0,1.1,-0.4,1.5,-1.5,-0.7,1.0,0.8
D1 antagonist,-15.4,-17.2,-1.5,0.5,-2.9,/,1.3,-1.0
D2 PAM,-21.0,21.0,-1.9,14.7,-11.6,26.8,29.2,0.9
RXFP1 antagonist,-31.1,-5.3,-9.2,-0.1,/,13.0,-16.7,-9.5
D1 potentiator,-0.5,-0.7,-0.5,1.5,1.3,-1.1,-3.8,-1.1

17. CCOC(=O)c1c(C)[nH]c(C(=O)N(C)Cc2cccc(OC)c2OC)c1C
18. Cc1ccc(N2C(=O)C3C4C=CC(CC4)C3C2=O)cc1Br (stereo not drawn)
19. CCOC(=O)NC(Cc1c[nH]c2ccccc12)C(=O)NCCc1ccc(S(N)(=O)=O)cc1 (stereo not drawn)
20. CCN(c1ccccc1)S(=O)(=O)c1ccc2c(c1)CCCN2C(C)=O
21. CCC(C)(C)c1nnc(NC(=O)c2ccc([N+](=O)[O-])cc2)s1
22. CCN(CC)S(=O)(=O)c1cccc(C(=O)OCC(=O)NCc2ccccc2OC)c1
23. CCN(CC)CCOC(=O)C1(c2ccccc2)CCOCC1
24. CN(C)c1cc[n+](Cc2c(Cl)cccc2Cl)cc1

Assay by compound,17,18,19,20,21,22,23,24
D2 agonist,0.3,0.9,-0.8,-2.5,0.7,-0.9,0.9,-0.8
D2 antagonist,-12.0,54.9*,-1.7,-12.4,3.8,5.3,7.2,-6.2
TRHR enhancer,4.4,23.2,12.0,-2.3,-4.0,-4.7,-9.3,-3.5
TRHR agonist,-0.9,-0.4,-0.8,-0.9,-0.3,-0.9,1.4,-0.4
D1 agonist,37.8*,5.0,2.4,3.8,1.4,6.1,0.5,-0.1
D1 antagonist,2.0,-11.6,5.8,-3.1,-12.1,-2.7,4.0,-29.9
D2 PAM,5.0,-7.2,3.9,8.9,-5.2,-3.0,-13.0,1.0
RXFP1 antagonist,?,-6.7,-1.4,-5.5,1.9,4.4,0.5,-7.9
D1 potentiator,-7.5,15.4,-2.6,-8.1,-0.9,4.0,-1.4,-2.4

25. CC(=O)CCCC(NS(=O)(=O)CCC(Cl)(Cl)Cl)c1ccccc1 (stereo not drawn)
26. O=C(Oc1ccc2c(c1)OCO2)c1cc2c(s1)CCC2
27. COc1ccc(Oc2cn[nH]c2-c2ccc(OC)cc2O)cc1
28. O=C(O)CN(CCc1ccccc1)S(=O)(=O)c1ccccc1
29. O=S(=O)(NCCc1csc2nc(-c3ccc(F)cc3)nn12)c1ccc(Oc2ccccc2)cc1
30. Cc1cc(C)n(-c2nc3cc(Cl)c(Cl)cc3nc2Nc2c(C)cccc2C)n1
31. c1ccc(N2CCN(Cc3ccsc3)CC2)nc1
32. C#CCOCCOCCOCCNc1nc(N2CCN(C(=O)CCCCCCCCCCNC(=O)[C@H]([C@@H](C)CC)n3cc(CCCCN=C(N)N)nn3)CC2)nc(N2CCN(C(=O)CCCCCCCCCCNC(=O)[C@H](CO)n3cc(CCCSC)nn3)CC2)n1

Assay by compound,25,26,27,28,29,30,31,32
D2 agonist,1.6,0.4,-0.1,0.6,0.9,-0.6,76.5*,0.8
D2 antagonist,-26.0,5.7,11.7,0.6,/,/,84.1*,1.2
TRHR enhancer,3.9,21.5,-1.2,5.7,-4.5,5.5,5.5,0.4
TRHR agonist,0.7,-0.1,-0.3,0.1,0.2,0.7,0.1,-0.5
D1 agonist,1.9,0.0,7.6,1.7,7.5,1.9,1.5,3.8
D1 antagonist,-7.0,2.8,-17.9,-17.3,/,0.2,7.4,6.5
D2 PAM,0.4,-0.5,-2.3,4.0,7.3,8.9,-15.7,11.3
RXFP1 antagonist,/,-2.6,-4.7,2.6,-19.5,-2.3,-7.7,/
D1 potentiator,-3.0,6.3,-2.1,-4.8,0.7,-0.7,-9.9,-4.0

33. C=CC[n+]1c(-c2ccccc2)csc1NC(C)(C)C
34. O=C(CN1CCOCC1)Nc1ccc(S(=O)(=O)NC2CCCCC2)cc1
35. O=C(CN(CCO)c1ccccc1)Nc1ccc(Cl)c(S(=O)(=O)N2CCOCC2)c1
36. O=C(NC1CCCCC1)N1CCCC(CNS(=O)(=O)Cc2ccccc2)C1 (stereo not drawn)
37. CC(C)c1ccc(NC(=O)CSc2nc3ccsc3c(=O)n2CCC(=O)O)cc1
38. CCc1ccc(NC(=O)Cn2nnc(C(=O)NCc3ccc(OC)cc3)c2N)cc1
39. Cc1sc(NC(=O)c2sc3nc4c(C)cccc4cc3c2N)c(C#N)c1C
40. CCOC(=O)c1cccc(NC(=O)c2ccco2)c1

Assay by compound,33,34,35,36,37,38,39,40
D2 agonist,0.6,0.2,1.2,0.0,-0.4,2.1,-0.1,-1.4
D2 antagonist,12.7,29.6,-4.2,16.9,0.6,6.4,3.0,1.3
TRHR enhancer,1.2,9.2,-2.9,12.6,-0.9,-4.5,1.7,3.2
TRHR agonist,0.1,0.0,0.2,-0.5,-0.1,0.2,0.0,-1.9
D1 agonist,3.2,6.3,2.3,1.9,1.2,1.4,55.1*,-4.3
D1 antagonist,-23.6,5.0,-8.0,5.8,-14.7,-18.6,22.9,-7.3
D2 PAM,-5.7,11.2,6.7,13.2,11.2,-8.6,-0.6,-12.4
RXFP1 antagonist,9.1,-1.4,9.6,-1.4,-27.5,-18.1,-13.7,-0.9
D1 potentiator,-4.8,-5.8,3.8,-1.3,-4.5,0.6,0.1,8.0

41. O=c1c([N+](=O)[O-])c(O)c2ccccc2n1Cc1ccccc1
42. O=C(Nc1ccccc1N1CCCCC1)c1ccc(OC(F)F)cc1
43. Cc1c2cnn(CC(=O)NCCCN3CC(C)CC(C)C3)c(=O)c2c(C)n1Cc1ccc(Cl)cc1 (stereo not drawn)
44. Cc1cccc(CNC(=O)C2CCN(S(=O)(=O)c3cccc4nonc34)CC2)c1
45. COCCn1c(SC2CCOC2=O)nc2ccccc2c1=O (stereo not drawn)
46. COc1ccccc1C(=O)N/N=C/c1ccc2c(c1)OCO2
47. CC(CC(F)(F)F)N1CCC(n2nccc2NC(=O)CCCc2ccccc2)CC1 (stereo not drawn)
48. COc1ccc(CCN(C)S(=O)(=O)c2ccc(Cl)nc2)cc1OC
49. CC(C)(C)c1ccc(C(=O)N2CCN(CCNC(=O)C(=O)NCc3ccc(Cl)cc3)CC2)cc1

Assay by compound,41,42,43,44,45,46,47,48,49
D2 agonist,-1.1,0.4,0.1,/,0.4,-0.2,0.4,2.9,-0.4
D2 antagonist,15.6,-5.4,-6.5,/,4.5,-8.0,-14.4,3.0,26.7
TRHR enhancer,4.2,-5.7,-4.3,-4.7,-2.3,16.7,-8.0,1.2,-2.4
TRHR agonist,0.7,0.3,0.0,-0.5,0.3,-0.5,0.6,-1.4,-0.3
D1 agonist,7.5,3.6,4.1,0.0,2.3,-0.2,1.8,6.4,4.7
D1 antagonist,4.0,21.3,-19.9,9.4,8.6,-19.0,-0.3,-18.6,-20.4
D2 PAM,0.1,-5.7,-9.6,10.8,-3.3,-5.8,-0.4,4.1,3.5
RXFP1 antagonist,-3.1,-31.0,4.4,-12.9,-1.6,-17.7,-4.2,-4.5,0.8
D1 potentiator,-1.8,-3.2,-3.6,0.0,2.2,-3.8,-0.2,-4.5,-4.0

Sorted by heavy-atom count (lowest first): 3 of the compounds above
46. COc1ccccc1C(=O)N/N=C/c1ccc2c(c1)OCO2
48. COc1ccc(CCN(C)S(=O)(=O)c2ccc(Cl)nc2)cc1OC
43. Cc1c2cnn(CC(=O)NCCCN3CC(C)CC(C)C3)c(=O)c2c(C)n1Cc1ccc(Cl)cc1 (stereo not drawn)

Assay by compound,46,48,43
D2 agonist,-0.2,2.9,0.1
D2 antagonist,-8.0,3.0,-6.5
TRHR enhancer,16.7,1.2,-4.3
TRHR agonist,-0.5,-1.4,0.0
D1 agonist,-0.2,6.4,4.1
D1 antagonist,-19.0,-18.6,-19.9
D2 PAM,-5.8,4.1,-9.6
RXFP1 antagonist,-17.7,-4.5,4.4
D1 potentiator,-3.8,-4.5,-3.6
